OX1R antag – OX1R (HCRTR1) antagonists, primary screen, fluorescence, CHO/OX1R cells, Fluo-8 calcium, orexin A | inhibition, % at 5 µM | AID 434989, 2010 | hit rate 0.43% among 330,000 | Fluo-8 calcium fluorescence | Orexin/Hypocretin receptor type 1 (Homo sapiens), O43613;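 active means inhibition above its plate's threshold, mean inhibition of all tested compounds on the plate plus 3 SD, cut at about 37% in these data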;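 further: 0% = orexin A challenge wells and 100% = SB-334867-A antagonist wells; not every result past the cut was called active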
Target sequence (O43613 whole entry, looked up): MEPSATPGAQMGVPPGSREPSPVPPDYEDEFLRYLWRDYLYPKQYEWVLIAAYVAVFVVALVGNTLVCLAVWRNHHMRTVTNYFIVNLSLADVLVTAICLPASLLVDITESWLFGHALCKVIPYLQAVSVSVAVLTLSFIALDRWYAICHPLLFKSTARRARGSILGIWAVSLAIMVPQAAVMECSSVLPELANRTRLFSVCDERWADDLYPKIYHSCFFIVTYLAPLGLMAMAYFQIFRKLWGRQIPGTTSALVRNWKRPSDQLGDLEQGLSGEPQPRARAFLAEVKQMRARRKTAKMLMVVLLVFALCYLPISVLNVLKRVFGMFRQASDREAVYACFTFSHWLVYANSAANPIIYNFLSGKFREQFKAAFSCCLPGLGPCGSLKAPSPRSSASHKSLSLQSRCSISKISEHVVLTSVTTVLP
CHT PAM – CHT positive allosteric modulators, primary screen, cell-based, membrane potential dye, choline EC20; CHT-expressing cells; hits give high values; LV-AA mutant CHT in HEK293 cells; B-score at 10 µM; hit rate 0.49% among 310,000; AID 488977, 2010;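 active means initial fluorescence not abnormally high and integrated response B-score, plate-corrected, over 3 SD above library mean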
Target sequence (Q9GZV3 whole entry, looked up): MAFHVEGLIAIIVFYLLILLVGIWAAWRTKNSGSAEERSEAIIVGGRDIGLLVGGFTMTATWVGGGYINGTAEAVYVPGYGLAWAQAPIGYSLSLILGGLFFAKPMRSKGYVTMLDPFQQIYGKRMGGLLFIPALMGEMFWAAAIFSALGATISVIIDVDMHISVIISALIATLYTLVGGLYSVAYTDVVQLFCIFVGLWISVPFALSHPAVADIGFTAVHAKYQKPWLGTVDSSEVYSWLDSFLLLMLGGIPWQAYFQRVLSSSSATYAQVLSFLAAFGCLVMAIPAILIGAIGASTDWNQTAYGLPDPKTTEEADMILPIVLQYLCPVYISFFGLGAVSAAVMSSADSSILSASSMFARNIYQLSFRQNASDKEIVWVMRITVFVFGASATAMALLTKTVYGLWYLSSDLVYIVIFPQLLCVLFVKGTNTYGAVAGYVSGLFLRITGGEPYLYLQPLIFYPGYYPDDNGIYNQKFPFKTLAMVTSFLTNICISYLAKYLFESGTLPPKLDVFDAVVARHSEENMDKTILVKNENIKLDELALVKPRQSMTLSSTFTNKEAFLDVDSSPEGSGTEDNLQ
* = called active by the depositor.

`COc1ccc(CNc2oc(Cc3cccc4ccccc34)nc2C#N)cc1` gave OX1R antag -4 and CHT PAM inactive.
Screening Nc1cc(=O)[nH]c(SC/C=C/c2ccccc2)n1 returned OX1R antag 1 and CHT PAM inactive.
Screening COc1ccc2c(Cl)c(-c3nnc4n3CCCCC4)sc2c1 returned OX1R antag -17 and CHT PAM inactive.
For COC(=O)C1OC2(OC1C(=O)OC)c1ccccc1-c1ccccc12 (configuration not stated) the results were OX1R antag -7 and CHT PAM inactive.
For CN(C)/C=C/C(=O)c1ccc(S(=O)c2ccccc2)cc1 (configuration not stated) the results were OX1R antag -30 and CHT PAM inactive.
`COc1ccc(NC(=O)COC(=O)CCNS(=O)(=O)c2ccc(Cl)cc2)cc1` gave OX1R antag -12 and CHT PAM inactive.
Screening CC(Oc1ccc(Cl)cc1Cl)C(=O)NNC(=O)C(=O)N1CCCC1 (configuration not stated) returned OX1R antag -22 and CHT PAM inactive.
Screening CCOC(=O)Cc1csc(NC(=O)NC2(C(F)(F)F)Oc3ccc(Cl)cc3O2)n1 (configuration not stated) returned OX1R antag -2 and CHT PAM inactive.
`Cc1cccc(NC(=O)N2C3CCCC2CC(NC(=O)C(C)(C)C)C3)c1` (configuration not stated) gave OX1R antag -19 and CHT PAM inactive.
`COc1ccccc1N=Nc1nc(-c2ccccc2)c(-c2ccccc2)[nH]1` gave OX1R antag 0 and CHT PAM inactive.
`CC(=O)c1cccc(NC(=O)C(OC(=O)c2cccc(S(=O)(=O)N(C)c3ccccc3)c2)c2ccccc2)c1` (configuration not stated) gave OX1R antag 7 and CHT PAM inactive.
For Cc1cc(C)nc(/N=C2\NC(=O)CC(C(=O)O)N2c2ccc(F)c(Cl)c2)n1 (configuration not stated) the results were OX1R antag -20 and CHT PAM inactive.
For CN1C(c2ccccc2)CCOS1(=O)=O (configuration not stated) the results were OX1R antag -11 and CHT PAM inactive.
For CCCn1nnc(NC(=O)c2ccc(-c3ccccc3)cc2)n1 the results were OX1R antag -3 and CHT PAM inactive.
For COC(=O)c1ccc(NC(=S)N2CCN(Cc3ccccc3OC)CC2)cc1 the results were OX1R antag -14 and CHT PAM inactive.
Screening O=C(Nc1c(C(=O)Nc2ccc3c(c2)OCCO3)cnn1-c1ccccc1Cl)c1ccco1 returned OX1R antag -30 and CHT PAM inactive.
CCOC(=O)N1C2=NC(C(=O)OC)=C(C(=O)OC)[C@@H]3N(C)c4ccccc4[C@]23C[C@H]1C(=O)OC was read as OX1R antag -18 and CHT PAM inactive.
For COc1cccc(CC(=O)Nc2ccc(S(=O)(=O)N3CCOCC3)cc2)c1 the results were OX1R antag -1 and CHT PAM inactive.
Screening O=C(NC1CC(=O)c2sccc21)c1cccc(C(F)(F)F)c1 (configuration not stated) returned OX1R antag -12 and CHT PAM inactive.
Screening Cn1ncc(Br)c1C(=O)N1CCOCC1 returned OX1R antag 0 and CHT PAM inactive.
Screening O=C(O)C1CCCCC1C(=O)OCCCCOC(=O)C1CCCCC1C(=O)O (configuration not stated) returned OX1R antag -10 and CHT PAM inactive.
CCC(c1nnnn1Cc1ccccc1)N1CCN(C(=O)c2ccco2)CC1 (configuration not stated) was read as OX1R antag -3 and CHT PAM inactive.
COc1cc(C2Sc3ccccc3NC3=C2C(=O)OC3)cc(OC)c1OC (configuration not stated) was read as OX1R antag -18 and CHT PAM inactive.
`C(=C\c1nc(N2CCCC2)c2ccccc2n1)/c1ccccc1` gave OX1R antag -34 and CHT PAM inactive.
C=CCC(NC(=O)c1ccc(C#N)cc1)C(=O)NCCC (configuration not stated) was read as OX1R antag -5.
For Cc1nc(N/N=C/c2cccc(F)c2)cc(N2CCOCC2)n1 the results were OX1R antag -18 and CHT PAM inactive.
Screening CC(=O)Nc1ccc(S(=O)(=O)NC(C)C(=O)NC(C)c2ccccc2)cc1 (configuration not stated) returned OX1R antag 6 and CHT PAM inactive.
COCCSc1ccccc1C(=O)Nc1cc(C)ccn1 was read as OX1R antag -7 and CHT PAM inactive.
Screening Cc1ccc(S(=O)(=O)N2CCC(C(=O)Nc3ccc4c(c3)OCO4)CC2)cc1 returned OX1R antag -38 and CHT PAM inactive.
Screening CN(CCCNC(=O)c1nn(C)c2c1CS(=O)(=O)c1ccccc1-2)Cc1ccccc1 returned OX1R antag -30 and CHT PAM inactive.
For CCOC(=O)/C(=C/c1ccc(OC(=O)c2ccncc2)cc1)C(C)=O the results were OX1R antag -2 and CHT PAM inactive.
Screening COc1ccc(NC(=O)c2ccco2)cc1S(=O)(=O)N1CCOCC1 returned OX1R antag -6 and CHT PAM inactive.
For CCN(CC)C(=S)Nc1ccc(OC(F)F)cc1 the results were OX1R antag 4 and CHT PAM inactive.
COc1cccc(CN(C)C(=O)c2cc(COc3c(F)cccc3F)on2)c1 was read as OX1R antag -19 and CHT PAM inactive.
CC(C)(C)c1cc(S(=O)(=O)CCc2ccncc2)cc(C(C)(C)C)c1F was read as OX1R antag -28 and CHT PAM inactive.
For CC(C)(C)[C@H]1CCC(=O)N([C@H](CSc2ccc(Br)cc2)Cc2ccccc2)CC1 the results were OX1R antag -12.
COC(=O)Cn1c(C(O)c2ccccc2)nc2ccccc21 (configuration not stated) was read as OX1R antag -5 and CHT PAM inactive.
`COc1ccc(-n2ncc3c(=O)n(CC(=O)Nc4ccc(S(=O)(=O)N5CCOCC5)cc4)cnc32)cc1` gave OX1R antag 1 and CHT PAM inactive.
Screening CC(C)(C)NS(=O)(=O)c1ccc(NC(=O)c2cc(-c3ccccc3)nc3ccccc23)cc1 returned OX1R antag -4 and CHT PAM inactive.
`COC(=O)C(CC(C)C)N(Cc1cc(OC)cc(OC)c1)S(=O)(=O)c1ccccc1Br` (configuration not stated) gave OX1R antag 32.
O=C(NCc1ccco1)c1cc(-c2ccccc2)nn1CC1CC(c2cccnc2)=NO1 (configuration not stated) was read as OX1R antag -18 and CHT PAM inactive.
For Cn1c(=O)c2c(nc(SCCCC#N)n2Cc2c(F)cccc2Cl)n(C)c1=O the results were OX1R antag -13 and CHT PAM inactive.
O=S(=O)(NC1=NCCC1)c1ccc(F)cc1F was read as OX1R antag -5 and CHT PAM inactive.
Screening CCCCCOc1ccccc1C(=O)NCCC(=O)O returned OX1R antag -10 and CHT PAM inactive.
COC(=O)C1=C(C)Nc2ncnn2C1c1cccnc1 (configuration not stated) was read as OX1R antag 8 and CHT PAM inactive.
`COCCn1c(-c2ccc(Cl)cc2Cl)nc2c(c(=O)c3ccccc3n2C)c1=O` gave OX1R antag -28 and CHT PAM inactive.
`NCCCC[C@H]1CNC(=S)N1CCCCC1CCCCC1` gave OX1R antag -1 and CHT PAM inactive.
`O=C(NCCc1ccccc1)C1CCCN(C(=O)NC2CCCCC2)C1` (configuration not stated) gave OX1R antag -18 and CHT PAM inactive.
CN(C1CCCCC1)S(=O)(=O)CCNC(=O)c1ccccc1 was read as OX1R antag -6 and CHT PAM inactive.
`O=[N+]([O-])c1cnccc1Nc1cccc(F)c1` gave OX1R antag -8 and CHT PAM inactive.
O=C(Nc1ccncc1)c1ccccc1Cl was read as OX1R antag -13 and CHT PAM inactive.
`Cc1nn(Cc2ccc(Cl)cc2)c(C)c1NC(=O)c1noc2c1CCCCC2` gave OX1R antag -27 and CHT PAM inactive.
Screening O=C(NCc1ccccn1)c1ccc(Cn2cc(Br)cn2)o1 returned OX1R antag -13 and CHT PAM inactive.
CCS(=O)(=O)c1nc(S(=O)(=O)c2ccc(C)cc2)c(N2CC(C)OC(C)C2)s1 (configuration not stated) was read as OX1R antag -15 and CHT PAM inactive.
Screening CCOC(=O)c1cccc(NC(=O)CCn2cccc2)c1 returned OX1R antag -17 and CHT PAM inactive.
O=C(CN1C(=O)NC2(CCCCCCC2)C1=O)N1CCOCC1 was read as OX1R antag -8 and CHT PAM inactive.
C=CCNC(=O)COC(=O)c1ccccc1C(=O)N(C)C1CCCCC1 was read as OX1R antag -30 and CHT PAM inactive.
Screening COc1ccc(N(CN2C(=O)C3CCCCC3C2=O)C(=O)c2ccco2)cc1 (configuration not stated) returned OX1R antag -16 and CHT PAM inactive.
For COc1cc2c(cc1OC)CN(C(=O)c1cc(=O)c3ccccc3o1)CC2 the results were OX1R antag -25 and CHT PAM inactive.
Screening CCC1CCCCN1C(=S)NC(=O)c1cc(S(=O)(=O)N2CCOCC2)ccc1C (configuration not stated) returned OX1R antag -32 and CHT PAM inactive.
Screening O=C1CC(c2cccc(Cl)c2)CC(O)=C1C=Nc1cccc(Cl)c1 (configuration not stated) returned OX1R antag -27 and CHT PAM inactive.
`CCCc1ccc2oc(C(=O)NCCc3cnn(C)c3)c(C)c2c1` gave OX1R antag -35 and CHT PAM inactive.
O=C(c1cccc(Cl)c1Cl)N1CCN(c2ccccn2)CC1 was read as OX1R antag -4 and CHT PAM inactive.
For COCCn1c(SCC(=O)Nc2ccc(Cl)c(S(=O)(=O)N(C)C)c2)nc2ccccc21 the results were OX1R antag -29 and CHT PAM inactive.
Screening O=C(CSc1nc(-c2ccco2)cc(C(F)(F)F)n1)NC1CCCC1 returned OX1R antag -21 and CHT PAM inactive.
`CCOc1ccc(NC(=O)Nc2ccc3nsnc3c2)cc1` gave OX1R antag 1 and CHT PAM inactive.
Screening COc1ccccc1Nc1nc2ccccc2[nH]1 returned OX1R antag -14 and CHT PAM inactive.
`Cc1cccc(C)c1NC(=O)CNC(=O)C1CCCN(C(=O)c2ccc(Cl)cc2)C1` (configuration not stated) gave OX1R antag -16.
For COc1cc(OC)nc(NC(=O)CSc2nc3ccccc3o2)n1 the results were OX1R antag -9 and CHT PAM inactive.
`Cc1cnc(NC(=O)Cc2ccc(C)c(C)c2)s1` gave OX1R antag -21 and CHT PAM inactive.
Screening CC1(C)Cc2c(cnn2-c2ccccc2)C(NC(=O)CCCN2CCCC2=O)C1 (configuration not stated) returned OX1R antag -10 and CHT PAM inactive.
For O=C(O)c1cc(NS(=O)(=O)c2cccc3nsnc23)cc(C(=O)O)c1 the results were OX1R antag -3 and CHT PAM inactive.
For COc1c(C)oc2cc(O)ccc2c1=O the results were OX1R antag 2 and CHT PAM inactive.
CCn1nc(NS(=O)(=O)c2ccc([N+](=O)[O-])cc2)c2cc3ccccc3nc21 was read as OX1R antag -16 and CHT PAM inactive.
CCn1c(SCC(=O)N2CCCc3ccccc32)nnc1-c1c[nH]c2ccccc12 was read as OX1R antag -1 and CHT PAM inactive.
For COc1ccc(CCC(=O)NCCS(=O)(=O)N2CCN(c3ccc(OC)cc3)CC2)cc1 the results were OX1R antag -8 and CHT PAM inactive.
`CCOC(=O)c1sc2c(c1C)C(c1cccs1)C1=C(CCCC1=O)N2` (configuration not stated) gave OX1R antag 21 and CHT PAM inactive.
`CCCCN(C(=O)c1[nH]c(C)c(C(=O)OCC)c1C)c1c(N)n(CCCC)c(=O)[nH]c1=O` gave OX1R antag 1 and CHT PAM inactive.
COCC(=O)N/N=C/c1ccc(Sc2nc3ccccc3s2)o1 was read as OX1R antag 7 and CHT PAM inactive.
CCOc1ccc(CNC(=O)CCS(=O)(=O)Cc2ccc(C)cc2)cc1OC was read as OX1R antag -16 and CHT PAM inactive.

Some of these compounds in order of number of heavy atoms, high to low:
`COc1ccc(-n2ncc3c(=O)n(CC(=O)Nc4ccc(S(=O)(=O)N5CCOCC5)cc4)cnc32)cc1` gave OX1R antag 1 and CHT PAM inactive.
Screening CC(C)(C)NS(=O)(=O)c1ccc(NC(=O)c2cc(-c3ccccc3)nc3ccccc23)cc1 returned OX1R antag -4 and CHT PAM inactive.
For COc1ccc(CCC(=O)NCCS(=O)(=O)N2CCN(c3ccc(OC)cc3)CC2)cc1 the results were OX1R antag -8 and CHT PAM inactive.
`COC(=O)C(CC(C)C)N(Cc1cc(OC)cc(OC)c1)S(=O)(=O)c1ccccc1Br` (configuration not stated) gave OX1R antag 32.
`Cc1cccc(C)c1NC(=O)CNC(=O)C1CCCN(C(=O)c2ccc(Cl)cc2)C1` (configuration not stated) gave OX1R antag -16.
For CC(C)(C)[C@H]1CCC(=O)N([C@H](CSc2ccc(Br)cc2)Cc2ccccc2)CC1 the results were OX1R antag -12.
For Cn1c(=O)c2c(nc(SCCCC#N)n2Cc2c(F)cccc2Cl)n(C)c1=O the results were OX1R antag -13 and CHT PAM inactive.
For COc1cc2c(cc1OC)CN(C(=O)c1cc(=O)c3ccccc3o1)CC2 the results were OX1R antag -25 and CHT PAM inactive.
CC(C)(C)c1cc(S(=O)(=O)CCc2ccncc2)cc(C(C)(C)C)c1F was read as OX1R antag -28 and CHT PAM inactive.
Screening O=C(CSc1nc(-c2ccco2)cc(C(F)(F)F)n1)NC1CCCC1 returned OX1R antag -21 and CHT PAM inactive.
For COc1cc(OC)nc(NC(=O)CSc2nc3ccccc3o2)n1 the results were OX1R antag -9 and CHT PAM inactive.
`C(=C\c1nc(N2CCCC2)c2ccccc2n1)/c1ccccc1` gave OX1R antag -34 and CHT PAM inactive.
For CCN(CC)C(=S)Nc1ccc(OC(F)F)cc1 the results were OX1R antag 4 and CHT PAM inactive.
O=C(Nc1ccncc1)c1ccccc1Cl was read as OX1R antag -13 and CHT PAM inactive.
